# Screening results as filed in PubChem.
# aDG glyco up = alpha-DG glycosylation activation. activation, % at 10 µM. Pro5-aDG cells, alpha-DG glycosylation AlphaScreen (IIH6); 0% Pro5, 100% B10-LARGE cell signal. AID 624168. 360,000 compounds, 0.22% hits;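 active means activation of at least 8% versus controls, or a plate z-score of at least 8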;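 further: Pro5 are CHO cells carrying HIG-tagged alpha-DG that lacks glycosylation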
# Vif imaging = inhibitors of HIV Vif; HEK293T cells, Vif self-association by quenched fluorescence, imaging, 24 h; inhibition, % at 7.49 µM; 340,000 compounds, 0.35% hits; in the data active means inhibition above about 50%, passing the limit was not always enough; inconclusive means no clear call, values can overlap the other calls; inactive means below about 31%; further: some results filed as inactive read as strong as hits
# NOD2-RIPK2 inh = inhibitors of human NOD2-RIPK2 interaction; O43353; CHO BLA complementation NOD2-RIPK2, CCF4 ratio; inhibition, % at 4.98 µM; 360,000 compounds, 0.38% hits; AID 624267; in the data active means inhibition above about 21%;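 further: 0% = vehicle only and 100% = reference blocker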
# MC4R ag barr = activates human MC4R beta-arrestin recruitment; 360,000 compounds, 0.98% hits; activation, % at 8.9 µM; P32245; U2OS MC4R beta-arrestin complementation, luminescence; percent of melanotan II response, DMSO zero;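 active means activation above a per-plate cutoff, the mean activation of sample wells on that plate plus 3 SD, cut at about 8% in these data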
# ABHD5-PLIN5 inh = blocks binding of human ABHD5 to perilipin-5 | Q00G26+Q8WTS1 | Split G. princeps luciferase complementation, luminescence, 4 h | inhibition, % at 4 µM | 360,000 compounds, 0.78% hits | AID 602281;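 active means inhibition above the mean inhibition across every tested compound plus 3 SD, cut at about 22% in these data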;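 further: 0% = DMSO only wells and the 100% control is not disclosed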
# Target sequence (Q00G26 whole entry, looked up): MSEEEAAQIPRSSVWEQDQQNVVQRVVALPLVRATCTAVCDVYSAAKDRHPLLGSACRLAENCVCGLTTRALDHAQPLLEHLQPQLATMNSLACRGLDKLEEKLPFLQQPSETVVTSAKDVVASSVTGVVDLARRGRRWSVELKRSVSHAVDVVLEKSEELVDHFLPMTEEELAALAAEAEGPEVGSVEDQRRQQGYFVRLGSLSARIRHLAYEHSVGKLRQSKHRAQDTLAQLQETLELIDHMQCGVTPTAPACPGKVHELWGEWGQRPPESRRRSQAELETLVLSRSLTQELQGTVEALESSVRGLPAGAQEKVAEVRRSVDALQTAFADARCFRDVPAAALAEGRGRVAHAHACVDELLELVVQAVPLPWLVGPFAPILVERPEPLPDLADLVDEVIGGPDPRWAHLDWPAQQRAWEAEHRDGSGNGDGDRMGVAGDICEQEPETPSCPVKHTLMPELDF
# Target sequence (Q8WTS1 whole entry, looked up): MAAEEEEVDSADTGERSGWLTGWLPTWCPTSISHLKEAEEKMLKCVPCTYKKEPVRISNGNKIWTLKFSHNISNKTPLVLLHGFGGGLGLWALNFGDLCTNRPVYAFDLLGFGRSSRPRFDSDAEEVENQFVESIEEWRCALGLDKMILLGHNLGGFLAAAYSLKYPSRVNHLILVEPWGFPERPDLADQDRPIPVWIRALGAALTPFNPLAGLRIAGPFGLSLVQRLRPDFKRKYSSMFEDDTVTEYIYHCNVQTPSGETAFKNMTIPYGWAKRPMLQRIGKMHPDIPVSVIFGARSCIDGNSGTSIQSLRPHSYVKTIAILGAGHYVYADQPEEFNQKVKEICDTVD
# N-glyco inh = blocks N-linked glycosylation in D54 reporter cells; D54 ERlucT glycosylation luciferase reporter, 24 h; percent of 100 nM tunicamycin response; reporter increase, % at 12.5 µM; 360,000 compounds, 0.23% hits;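 active means mean luciferase reporter signal, scaled so untreated is 0 and the glycosylation-blocking control 100, at or above a set limit in every replicate; inconclusive means mean reaches the limit but not every replicate does; inactive means mean below the limit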;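 further: luciferase carries N-glycosylation sites so blocking glycosylation raises the light; 0% = median of neutral control wells and 100% = median of 100 nM tunicamycin wells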
# ABCB6 inh 2 = inhibitors of human ABC transporter ABCB6; Q9NP58; K562-ABCB6 porphyrin accumulation, flow cytometry, 1 h; active compounds read low; fluorescence ratio to DMSO, % at 10 µM; 360,000 compounds, 0.19% hits;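 active means fluorescence ratio to DMSO below 75%, the collection mean minus 3 SD; inconclusive means too few cells collected in the well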;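 further: signal is porphyrin accumulated inside mitochondria; 100% equals median channel fluorescence of DMSO control wells; lower ratio means ABCB6 inhibition with less porphyrin fluorescence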
# TLR9-MyD88 inh = blocks human TLR9 binding to MyD88; Q9NR96+Q99836; CHO BLA complementation TLR9-MyD88, CCF4 FRET ratio; inhibition, % at 4.98 µM; 340,000 compounds, 0.21% hits;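 active means inhibition above the mean over all tested compounds plus 3 SD, cut at about 21% in these data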;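 further: 0% = DMSO only wells and 100% = clavulanate BLA inhibitor control wells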
# Granule exo inh = lytic granule exocytosis inhibition; TALL-104 LAMP-1 surface exposure, flow cytometry; cells stimulated with thapsigargin and PMA; inhibition, % at 10 µM; 360,000 compounds, 0.66% hits; AID 651702;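 active means inhibition above about 55%, limit read from the data; inconclusive means no clear call, values can overlap the other calls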
# MC4R antagonist = antagonists of human melanocortin 4 receptor (MC4R); P32245; MC4R-expressing cells, MTII-stimulated cAMP, LANCE TR-FRET; inhibition, % at 6.5 µM; 360,000 compounds, 0.48% hits;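 active means inhibition above its plate's cutoff, the mean of tested wells on that plate plus 3 SD, cut at about 29% in these data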;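 further: 0% = Melanotan II alone and 100% = Melanotan II plus saturating MCL0020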
#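 system = U2OS cells with stable human MC4R expression | also added = Melanotan II challenge after compound preincubation | dosing = one concentration, 6.5 µM nominal | incubation = compound 30 min, challenge 1 h, detection 1 h | measured by = TR-FRET with Eu-cAMP and labeled anti-cAMP, 671 nm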
# An asterisk follows results filed as active; ? = inconclusive; / = not tested or not shown. Not all compounds are listed, so the mix of outcomes need not match the whole.
nr	SMILES	aDG glyco up	Vif imaging	NOD2-RIPK2 inh	MC4R ag barr	ABHD5-PLIN5 inh	N-glyco inh	ABCB6 inh 2	TLR9-MyD88 inh	Granule exo inh	MC4R antagonist
1	CC(=O)Nc1ccc(/C(C)=N/Nc2nc(Nc3ccccc3)nc(N3CCOCC3)n2)cc1	-0.7	6	6	1.2	-4	-9	98	0	0	-1
2	CN(C)C(=O)CSc1nnc(Cc2ccc([N+](=O)[O-])cc2)o1	0.2	30	-6	-0.5	6	0	98	-2	0	11
3	C/C(=N/NC(=O)c1cccnc1)C1=C(O)CC(C)(C)CC1=O	-0.3	-1	-10	2.0	-2	2	85	1	-1	-1
4	O=C(Nc1nc(-c2ccccn2)cs1)Nc1ccc(F)cc1F	0.7	-1	-1	-4.6	-8	6	98	-2	14	6
5	Nn1cnc2cc3ccccc3cc2c1=O	-0.1	0	7	-1.6	4	8	103	3	8	9
6	Nc1c(C(=O)NCCN2CCOCC2)c2nc3ccccc3nc2n1-c1ccc2c(c1)OCO2	0.0	3	-1	-1.2	0	5	102	-2	-1	11
7	COCCNC(=O)C1CCCN(C(=O)C2(c3ccc(Cl)cc3)CCCC2)CC1 (configuration not stated)	-0.1	-4	-18	-0.9	-3	-1	94	/	-6	-2
8	COc1ccccc1CNc1nc(NCc2ccc(NC(C)=O)cc2)c2sccc2n1	0.6	-6	3	0.7	17	-1	95	/	46	14
9	COCC(C)NC(=O)c1cc2c(ccc3ccccc32)oc1=O (configuration not stated)	0.1	0	-3	-0.7	6	7	97	-13	0	-6
10	Cc1cc(C)cc(OCC(=O)Nc2cccc(-c3nnc(-c4ccco4)o3)c2)c1	0.0	-3	-6	5.2	-9	-3	90	0	5	7
11	O=C(Nc1ccc2c(c1)OCCO2)c1cccc(C(=O)Nc2ccc3c(c2)OCCO3)c1	0.0	-10	-14	-0.8	2	-4	96	-6	-11	1
12	CC1CCC(C(C)C)C(OCC(O)C[N+]2(C)CCCCC2)C1 (configuration not stated)	-0.2	?	-3	-0.8	-1	2	94	-8	5	6
13	Cc1cc2cc3n(c2nn1)N=C(Cl)CC3	0.2	29	-2	0.1	7	-4	99	-3	-5	-2
14	Cc1ccc(S(=O)(=O)N2CCC(C(=O)OCC(=O)N3CCCC3=O)CC2)cc1C	0.1	8	-1	-2.0	11	1	100	-9	2	-1
15	COc1ccccc1-c1nc(-c2ccccn2)no1	-0.3	-3	-10	0.3	-4	-19	98	-11	-2	-2
16	COc1ccc(Cc2nnc(SCC(=O)NC(C)c3ccccc3)o2)cc1 (configuration not stated)	0.0	-2	-1	0.6	-2	-1	101	-3	3	0
17	O=C(O)Cc1ccc(C(=O)c2cccs2)s1	0.0	-8	1	2.7	1	0	87	0	-1	4
18	CCOC(=O)CN1C(=O)C2(OCCCO2)c2cc(Br)ccc21	-0.1	-3	16	-0.2	-4	3	100	8	-10	16
19	CC1(OC(=O)C2CCCC2)C(=O)C=C2C=C(c3ccsc3)N(CCCCO)C=C2C1=O (configuration not stated)	0.2	-2	-3	-0.7	-19	-1	96	-2	-4	1
20	CSc1nc(N)nc2c1ncn2CC(=O)NCc1ccc2[nH]ccc2c1	0.0	9	-1	-3.8	5	0	99	-8	1	3
21	COc1cccc(CNC(=O)CN2c3cccc4cccc(c34)S2(=O)=O)c1	0.3	5	3	-1.2	0	-2	97	1	8	-3
22	COc1ccc(N2C(=O)CSC23C(=O)Nc2ccccc23)cc1 (configuration not stated)	0.0	-8	-4	-1.2	1	-1	95	4	2	8
23	Cn1c(C(=O)N2CCN(C(=O)c3ccco3)CC2)cc2c(=O)n(C)c3ccccc3c21	-0.1	10	-18	-1.2	3	2	94	-6	-5	5
24	Cc1nn(C)cc1/C=N/NC(=S)Nc1ccccc1	-0.3	-2	-1	-2.1	-13	-5	94	-2	0	2
25	COc1ccc(C2CCCN2C(=O)Nc2ccc(F)cc2)cc1OC (configuration not stated)	0.1	29	-4	1.2	-3	1	98	1	0	10
26	CCN(CC(=O)Nc1c(F)cccc1F)C(=O)C1CCN(S(=O)(=O)c2ccc(F)cc2)CC1	0.0	5	-6	-2.5	-3	-1	97	-9	0	7
27	Cc1ccc(C(=O)Nc2nc(-c3cccnc3)cs2)o1	-0.2	2	0	3.2	4	1	87	9	-2	-1
28	CN(CC1CCOCC1)C(=O)CC1C(=O)NCCN1Cc1ccccc1F (configuration not stated)	-0.1	-1	-1	-2.7	-1	2	94	4	-1	7
29	C/C(=N\Nc1ncc(Cl)cc1Cl)c1ccc(C#N)cc1	-0.1	-2	-23	4.8	11	3	98	1	6	-5
30	CCOc1ccc(Nc2ncnc3c2cnn3-c2ccccc2)cc1	0.1	-10	7	-0.5	-1	0	100	13	0	-6
31	COc1cccc(CN2CCN(c3ncccn3)CC2)c1	-0.2	-13	-6	-2.1	0	-1	99	-4	0	12
32	CC(C1=C(CCN(C)C)Cc2ccccc21)c1ccccn1 (configuration not stated)	0.3	-1	-2	-1.9	-6	-1	100	6	8	0
33	Cc1cc(SC(C)C(=O)Nc2c(C)n(C)n(-c3ccccc3)c2=O)nc2ccccc12 (configuration not stated)	-0.1	-2	-4	-1.6	4	2	96	2	-2	2
34	CC(=O)Nc1ccc(S(=O)(=O)Nc2nc3ccccc3nc2Cl)cc1	0.0	-8	0	-0.8	0	0	97	-7	0	9
35	Cc1ccc2cc(CN(Cc3ccco3)C(=O)C3CCCCC3)c(=O)[nH]c2c1C	0.2	3	5	1.0	-2	0	103	2	-3	19
36	CC(=O)N1CCCc2cc(S(=O)(=O)N3CCC(C)CC3)ccc21	23*	-3	-7	-3.2	3	0	101	5	3	9
37	COc1cccc(N2CCN(C(=O)c3ccc(OC)c(S(=O)(=O)NC4CC4)c3)CC2)c1	-0.1	4	7	-1.3	1	7	101	6	20	-2
38	COCCNC(=O)/C(C#N)=C/c1ccc(C)o1	-0.1	-15	-13	-1.0	1	-1	99	/	-1	-8
39	O=C(NCCc1ccc(Cl)cc1)c1cc(-c2ccncc2)nc2ccccc12	-0.1	-5	10	3.3	3	-1	93	-4	-3	3
40	CN(C)CCN1CC(O)=C(c2nc3ccccc3s2)C1=N	0.1	3	-4	-1.5	6	-3	100	0	0	5
41	CCOc1ccc(NC(=S)NCCCN2CCN(C3CCCCC3)CC2)cc1	-0.3	-13	-7	-0.3	2	1	100	0	9	8
42	CC(C)(C)NCC(O)COc1cccc2c1CCC(=O)N2 (configuration not stated)	0.1	-5	-14	-0.2	3	-1	85	-5	0	5
43	COc1ccc(C2=NOC(C(=O)Nc3ccc4c(c3)OCO4)C2)cc1 (configuration not stated)	0.0	2	1	-2.8	8	0	102	4	4	12
44	COC(=O)c1cc(NC(=O)CC2C(=O)NCCN2C(=O)c2ccccc2)cc(C(=O)OC)c1 (configuration not stated)	-0.2	/	0	2.2	4	0	97	3	2	5
45	CN(C(=O)COC(=O)/C=C/c1ccc2ccccc2n1)c1c(N)n(Cc2ccccc2)c(=O)[nH]c1=O	-0.2	0	-9	-1.1	6	-8	101	-6	-4	2
46	COc1ccc(Br)cc1/C=C/C(=O)Nc1c(C)cccc1C	0.8	-1	2	-2.8	-1	-1	97	1	-2	13
47	COc1ccc(NC(=O)C2CCCN(c3ncnc4onc(-c5ccc(F)cc5)c34)C2)cc1 (configuration not stated)	-0.1	8	9	-3.9	11	-5	97	-17	2	8
48	COCCn1nnnc1C(c1ccccc1)N1CCN(Cc2ccc3c(c2)OCO3)CC1 (configuration not stated)	0.1	3	-5	0.0	-2	1	101	-2	0	-2
49	CC(Nc1ccc2c(c1)OCCO2)C(=O)Nc1ccc2c(c1)OCO2 (configuration not stated)	0.2	7	5	-0.6	2	-4	95	3	-1	7
50	COc1ccc(Cc2nnc(NC(=O)CSc3ccccc3)s2)cc1OC	-0.1	5	2	-1.9	-7	0	100	1	0	1
51	C=CCSc1nnc(CCc2ccccc2)n1N	0.5	1	13	0.5	6	2	105	-1	2	-4
52	CC(C)NC(=O)COc1coc(CN2CCN(c3cccc(Cl)c3)CC2)cc1=O	0.0	10	-3	-0.8	1	-2	104	10	0	2
53	O=C(NNc1c2ccccc2nc2ccccc12)c1cccc(O)c1	-0.1	-5	-21	-1.8	13	10	91	-5	0	-10
54	CC(C)CC(=O)Nc1nnc(S(=O)(=O)N(C)Cc2ccco2)s1	0.1	-4	-11	-1.5	3	-1	99	-4	-2	6
55	O=C(Nc1ccc(C(=O)N2CCCCC2)cc1)c1cccs1	0.4	3	-4	2.0	9	1	87	8	-10	-7
56	CN(C)S(=O)(=O)c1ccc(C(=O)NCC2(N3CCOCC3)CCCCC2)cc1	-0.3	?	-6	-0.9	1	-6	98	0	-1	4
57	Cc1cccc(NC(=O)CCN2CCC(C(N)=O)CC2)c1	-0.1	-1	2	1.4	7	2	94	6	0	19
58	CCOc1ccc(S(=O)(=O)NCc2cccnc2)cc1	0.3	2	-5	0.6	2	0	101	-5	1	12
59	CC(C)(CCO)Nc1ncnc2onc(-c3ccc(F)cc3)c12	0.1	-1	-9	-2.6	6	-2	90	3	-17	2
60	CC(C)(C)c1cc(C(=O)NCc2cccnc2)ccn1	-0.3	-11	-12	-0.2	6	0	96	-8	12	0

# The list goes on:
nr	SMILES	aDG glyco up	Vif imaging	NOD2-RIPK2 inh	MC4R ag barr	ABHD5-PLIN5 inh	N-glyco inh	ABCB6 inh 2	TLR9-MyD88 inh	Granule exo inh	MC4R antagonist
61	CCc1cc(=O)oc2cc(OCC(=O)N3CCC(C(N)=O)CC3)ccc12	0.1	-5	-4	-1.4	-4	0	105	-2	9	-1
62	CN(C)c1ccc(N2C(=O)CC(c3ccccc3)CC2=O)cc1	0.0	-3	-2	0.4	-4	1	94	-1	4	5
63	CC1=NN(Cc2cc(C(C)(C)C)c(O)c(C(C)(C)C)c2)C(=O)C1	0.0	0	-8	0.3	4	-1	95	1	3	-2
64	COc1ccc(C(=O)Nc2ccnn2C2CCN(Cc3cccnc3)CC2)cc1	-0.1	2	7	-0.5	2	1	104	-5	0	4
65	CC1(C(=O)NS(=O)(=O)C2CC2)CCCN(C(=O)c2ccco2)C1 (configuration not stated)	0.2	-4	-22	1.9	4	0	111	/	-2	12
66	CCOC(=O)CCC(=O)Nc1ccc(S(=O)(=O)Nc2cc(OC)nc(OC)n2)cc1	0.0	0	-6	-0.6	-2	2	101	-4	4	2
67	CCCCNC(=O)C1(C)CCN1C(=O)c1ccc2ccccc2n1 (configuration not stated)	-0.2	-4	0	-2.1	-1	1	102	/	4	5
68	Cc1ccc(Nc2nc(=O)c3cc([N+](=O)[O-])ccc3s2)cc1	0.3	8	-7	1.7	-10	0	101	-5	-1	4
69	O=C(COC(=O)c1ccc(Br)o1)NCCNC(=O)COC(=O)c1ccc(Br)o1	-0.1	5	-5	-0.8	-3	0	93	-1	-2	0
